MEKK3 PB1 HTS: raises or lowers MEK5 binding to the human MEKK3 PB1 domain; actives 1.4% (n = 290,000); binding response (% of control), % at 10 µM; Q99759; AID 1529; bead-based flow cytometry, Alexa488-MEK5 binding to MEKK3; actives lie on both sides; 0 = blocked by unlabeled MEK5, 100 = vehicle;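 active = binding response more than 3 SD above or below the average of its plate-row segment, actives on both sides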;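 also: Alexa488 bead fluorescence after subtracting the streptavidin-only scavenger bead signal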
DNA FID counter: displaces DNA intercalator in HCV helicase counter-screen | DNA fluorescent intercalator displacement, fluorescence | inhibition, % at 7.9 µM | actives 0.17% (n = 290,000); in the data active = inhibition above about 37%;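 also: 0% = vehicle and 100% = reference compound; higher means more ethidium bromide displaced from hairpin DNA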
IMP-1 inhibitor: blocks Pseudomonas aeruginosa IMP-1 metallo-beta-lactamase | purified IMP-1, nitrocefin hydrolysis, epi-absorbance fluorescence | inhibition, % at 5.6 µM | actives 0.45% (n = 290,000) | AID 1556;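 active = inhibition above the mean plus 3 SD of all compounds in the same screening run, cut at about 4.5% in these data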;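 also: 0% = IMP-1 with DMSO and 100% = DMSO wells lacking enzyme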
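System: Purified recombinant IMP-1 metallo-beta-lactamase enzyme | Measured by: Fluorescence quenching readout, ex 480/em 530 nm | Replication: Singlicate | Incubation: 15 min preincubation plus 25 min reaction at 25 °C | Evaluation: Percent inhibition from optical density relative to buffer-blank wells | Benchmarks: DMSO with and without IMP-1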
PHOSPHO1 inh: PHOSPHO1 (human) inhibition | AID 1565 | Q8TCT1 | inhibition, % at 13.3 µM | actives 1.1% (n = 290,000) | recombinant PHOSPHO1, absorbance phosphatase assay; in the data active = inhibition above about 60%
NS3 helicase inh: HCV NS3 helicase inhibition; inhibition, % at 10.9 µM; NS3 helicase DNA unwinding, Cy5 molecular beacon fluorescence; AID 1800; actives 0.56% (n = 290,000);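 active = inhibition above the mean of all tested compounds plus 3 SD, set per campaign, cut at about 35% in these data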;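 also: 0% = DMSO wells and 100% = thioflavine S control wells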
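Material: hepatitis C virus NS3 helicase domain fragment enzyme; measured by: Cy5 fluorescence, 0 and 60 min reads; control set: DMSO and thioflavine S; incubation: 60 min unwinding reaction at 25 °C after ATP addition; read-out basis: % inhibition from 60/0 min fluorescence ratio, DMSO 0%, thioflavine S 100%; repeats: singlicate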
IDE cell activ: activators of human insulin-degrading enzyme in cells; P14735; actives 0.073% (n = 340,000); activation, % at 5.96 µM; HEK cells, FAbeta-B cleavage, fluorescence polarization; 0% vehicle, 100% cell-free pure enzyme wells; AID 493087;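 active = activation above the mean of all tested compounds plus 3 SD, set per screening campaign, cut at about 17% in these data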
Target sequence (P14735 whole entry, looked up): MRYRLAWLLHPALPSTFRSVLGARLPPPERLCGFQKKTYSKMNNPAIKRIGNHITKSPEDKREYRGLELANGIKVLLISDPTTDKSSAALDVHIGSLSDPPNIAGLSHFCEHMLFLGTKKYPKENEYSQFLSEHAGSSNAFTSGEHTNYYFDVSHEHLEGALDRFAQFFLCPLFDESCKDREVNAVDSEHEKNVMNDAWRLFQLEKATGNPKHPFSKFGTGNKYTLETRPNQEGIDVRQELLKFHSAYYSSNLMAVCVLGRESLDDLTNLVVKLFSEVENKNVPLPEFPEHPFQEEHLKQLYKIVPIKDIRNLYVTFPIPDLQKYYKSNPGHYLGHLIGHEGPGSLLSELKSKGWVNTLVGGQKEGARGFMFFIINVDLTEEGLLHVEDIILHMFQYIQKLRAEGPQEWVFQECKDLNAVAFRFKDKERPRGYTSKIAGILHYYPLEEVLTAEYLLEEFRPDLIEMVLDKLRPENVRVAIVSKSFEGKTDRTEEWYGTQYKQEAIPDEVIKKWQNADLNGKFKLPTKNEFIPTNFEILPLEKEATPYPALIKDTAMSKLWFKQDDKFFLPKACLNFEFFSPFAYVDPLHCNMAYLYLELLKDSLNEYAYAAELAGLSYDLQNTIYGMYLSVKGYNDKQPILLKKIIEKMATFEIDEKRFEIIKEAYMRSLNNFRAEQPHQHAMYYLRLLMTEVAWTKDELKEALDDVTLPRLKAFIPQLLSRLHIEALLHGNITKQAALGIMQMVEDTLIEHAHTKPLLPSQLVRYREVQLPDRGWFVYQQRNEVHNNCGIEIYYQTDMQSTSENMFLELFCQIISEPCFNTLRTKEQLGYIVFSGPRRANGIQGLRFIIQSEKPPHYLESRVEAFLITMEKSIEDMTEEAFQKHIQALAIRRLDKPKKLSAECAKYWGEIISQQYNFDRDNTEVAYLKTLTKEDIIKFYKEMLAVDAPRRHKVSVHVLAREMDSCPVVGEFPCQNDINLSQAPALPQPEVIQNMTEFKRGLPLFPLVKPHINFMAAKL
SUMO HTRF inh: blocks human SUMOylation mediated by UBC9. actives 0.36% (n = 290,000). inhibition, % at 35 µM. HTRF SUMOylation assay, SAE1/SAE2 + UBC9, in vitro. P63279. AID 2006; in the data active = inhibition above about 50%, passing the limit was not always enough; also: strong numbers were not always called active
VIM-2 inh: inhibitors of Pseudomonas aeruginosa VIM-2 metallo-beta-lactamase. purified VIM-2, nitrocefin hydrolysis, epi-absorbance fluorescence. inhibition, % at 5.6 µM. actives 0.89% (n = 290,000). AID 1527;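 active = inhibition above the mean of all tested compounds plus 3 SD, cutoff set per screening run, cut at about 7.5% in these data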;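 also: red hydrolysis product quenches plate fluorescence so inhibitors raise well fluorescence; 0% = enzyme with DMSO and 100% = DMSO without enzyme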
pCIP destab: p/CIP protein destabilization; Q05BA5; actives 0.01% (n = 290,000); decrease of EGFP signal, % at 10 µM; F442A p/CIP-EGFP cells, EGFP fluorescence, 16 h;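 active = EGFP signal decrease of at least 30% at 10 µM or well 3 SD below plate mean, unless failing retest; inactive = the rest, including hits failing retest or dose response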; also: some compounds called inactive have numbers as strong as hits; many of its hits are not listed in these tables
* hit, by the source's call; . = no result given; & = joins results of further samples; [ ] = dose if it differs, or a comment. Not all compounds are listed; the hit share may differ from the screen's.

SMILES	MEKK3 PB1 HTS	DNA FID counter	IMP-1 inhibitor	PHOSPHO1 inh	NS3 helicase inh	IDE cell activ	SUMO HTRF inh	VIM-2 inh	pCIP destab
CC1(C)CC(=O)C2=C(C1)N(CC1CCCO1)C(=O)C2(O)C(F)(F)F (stereo unspecified)	102	-1	-6.0	-16	-3	4	6	-1.0	-9
Cc1ccccc1NC(=O)Cn1nnc(S(=O)(=O)c2ccc(C(C)(C)C)cc2)c1N	106	-5	0.2	-1	-4	-2	36	-1.4	0
COc1ccc(OCC(=O)N2CCN(c3cccc(C(F)(F)F)c3)CC2)cc1	101	-22	-1.1	1	4	4	-10	-3.0	4
CC(C)(C)c1cc(C(=O)N/N=C/c2ccco2)n[nH]1	92	-6	-5.6	-12	-9	6	-4	-2.9	11
NNC(=O)c1nc(-c2ccccc2)n2c1CCCCC2	92	-18	-4.1	0	-3	-2	-5	-4.5	7
CC(C)c1ccc(C2N3CC4([N+](=O)[O-])CN2CC([N+](=O)[O-])(C3)C4(C)C)cc1 (stereo unspecified)	71*[inhibitor]	-1	-2.2	0	0	1	3	-2.1	-1
COc1ccc(C2(CNC(=O)CCC(=O)O)CCCC2)cc1OC	93	-6	-2.6	6	8	3	4	-2.5	-10
CC(C)(C)c1cccc(Oc2nn[nH]n2)c1	100	-2	-2.2	44	0	8	-6	0.4	-8
CC(C)CNC(=O)c1ccc(Cl)c(N)c1	106	-6	-4.1	-6	-2	.	3	-4.0	2
O=Cc1ccccc1-c1cn(CCCOCc2ccccc2)nn1	101	-12	0.7	-41	6	-1	-2	1.8	6
N#Cc1ccc(OCC(=O)NCCc2ccccn2)cc1	99	-4	-5.6	-4	-1	1	-17	-2.9	10
O=C(C1CCCN(Cc2ccccc2)C1)N1CCCCC1 (stereo unspecified)	104	6	1.2	0	2	8	21	1.7	0
CCn1c(SCC(=O)OC(C)C)nnc1-c1cccc(Cl)c1	92	-17	0.5	27	-6	4	6	1.3	9
c1ccc(OCCOCCSc2ncccn2)cc1	98	-7	-5.0	46	-2	1	-1	-4.8	-2
COc1ccc(NC(=O)CC2SC(=NCC3CCCO3)NC2=O)c([N+](=O)[O-])c1 (stereo unspecified)	97	-1	-1.8	32	-1	-4	26	-2.0	-1
Cc1cc(C)cc(NC(=O)CSc2ccccc2)c1	97	-4	-0.3	55	-14	6	-2	-0.5	-14
CC(C)(C)c1ccc(OCC(=O)O)cc1	99&95	1&5	-4.5&-1.6	19&8	-5&-4	-1	5&-4	-0.9&0.1	0&2
Cc1cc(C)c[n+](-c2nc([O-])sc2C=O)c1	103	2	-2.6	96*	4	-1	2	-1.8	-9
CCOC(=O)c1cc(-c2ccccc2)nn1-c1ccccn1	102	-25	-2.9	40	0	-3	23	-0.3	-24
O=C(O)c1cc(-n2[nH]c(=O)c3ccccc3c2=O)ccc1Cl	97	1	-2.6	28	-8	1	8	-2.5	-21
CCCc1nc2oc3c(NCCN4CCOCC4)ncnc3c2c2c1CCCC2	117	.	.	-5	.	-1	-3	.	2
O=C(C1c2ccccc2Oc2ccccc21)N1CCN(c2ccc(Cl)cc2)CC1	.	-6	-2.3	17	-3	-4	-3	-2.1	5
Oc1ccc(Nc2nc(-c3ccccc3O)nc3ccccc23)cc1	96	27	-4.0	37	-7	3	7	-0.5	1
O=C(NCCN1CCOCC1)c1cc(-c2ccccc2Cl)on1	99	-5	-1.8	36	-6	2	16	0.3	-3
CCOc1ccc(OCC(=O)NCCS(=O)(=O)N2CCN(c3ccc(F)cc3)CC2)cc1	105	-42	-1.1	6	-5	0	2	-5.0	8
CC(NC(=O)NNC(N)=S)(C(F)(F)F)C(F)(F)F	104	-3	-2.8	20	7	3	8	-2.5	-11
COc1cc(/C=N/Nc2nc3ccccc3[nH]2)ccc1O	95	15	-2.2	-9	-9	-2	-12	-2.0	1
CCOC(=O)C1CCCN(c2ncnc3c2[nH]c2cccc(OC)c23)C1 (stereo unspecified)	110	0	-2.2	29	3	.	6	1.8	-2
C[C@@H]1C2CC(C/C2=N\NC(=O)c2ccncc2)C1(C)C (stereo partly specified)	100	-9	-1.4	-14	9	-3	-6	-1.5	-12
CC1(C)CC2CC(C)(CN2CC(O)COc2ccccc2)C1 (stereo unspecified)	102	3	-2.8	-10	1	6	8	-0.8	8
COc1cccc(Oc2ccc(C(F)(F)F)cc2NC(=O)C2=COCCO2)c1	107	-31	-0.2	14	25	6	-11	-0.6	6
Cc1cc(=O)n2nc(N3CCCC(C(=O)NCCc4ccc(Cl)cc4)C3)sc2n1 (stereo unspecified)	101	-31	-1.1	-6	-3	6	7	-1.9	7
O=C(Nc1ccc2ccccc2c1)/C(=C/c1cccc(Br)c1)NC(=O)c1ccco1	104	-4	-2.1	-2	6	-2	15	-3.9	-12
Cc1cc(C)cc(OCC(=O)Nc2ccc3c(c2)C(=O)c2ccccc2C3=O)c1	139*	3	-0.6	0	9	0	-10	-2.8	2
Cc1ccc(S(=O)(=O)N2CC3(C)CN(S(=O)(=O)c4ccc(C)cc4)CC(C)(C2)C3=O)cc1	104	-6	-0.1	15	-3	-10	1	-0.8	-9
CS(=O)(=O)Cc1ccc(C(=O)NCC2(N3CCCCC3)CCCCC2)cc1	102	-9	-4.2	36	-1	-2	2	-2.8	5

Record cards, as listed above. Order of values: MEKK3 PB1 HTS, DNA FID counter, IMP-1 inhibitor, PHOSPHO1 inh, NS3 helicase inh, IDE cell activ, SUMO HTRF inh, VIM-2 inh, pCIP destab
`CC(NC(=O)NNC(N)=S)(C(F)(F)F)C(F)(F)F` is listed with 104, -3, -2.8, 20, 7, 3, 8, -2.5, -11
`O=C(Nc1ccc2ccccc2c1)/C(=C/c1cccc(Br)c1)NC(=O)c1ccco1` is listed with 104, -4, -2.1, -2, 6, -2, 15, -3.9, -12

Other structures.
SMILES	MEKK3 PB1 HTS	DNA FID counter	IMP-1 inhibitor	PHOSPHO1 inh	NS3 helicase inh	IDE cell activ	SUMO HTRF inh	VIM-2 inh	pCIP destab
COCCn1c(-c2ccccc2)csc1=Nc1cccnc1	117	-26	-0.4	24	-1	.	13	0.2	-5
O=C(c1csc2c1CCCC2)N1CCN(c2cccc(C(F)(F)F)c2)CC1	92	-17	2.1	13	-1	5	-12	-2.6	-17
Cn1nnnc1CCOCCc1nnnn1C	100	-1	-2.2	-4	-3	4	18	-3.5	-12
O=C(/C=C/NNC(=O)c1ccccc1)c1ccccc1	96	-10	-3.4	-56	8	-2	17	-3.5	-4
CCCCn1c(=N)n(CC(=O)c2ccco2)c2ccccc21	101	2	-1.0	30	-6	0	12	-2.5	-11
CCC(=O)N1c2ccc(S(=O)(=O)CCC(=O)Nc3nccs3)cc2CC1C (stereo unspecified)	98	4	-3.9	36	-10	1	-2	0.0	-4
Cc1ccc(NC(=O)CSc2nc3c(cc2C#N)C(=O)CCC3)cc1S(=O)(=O)N(C)C	108	-4	-1.9	-21	4	-1	-17	-0.2	2
COc1ccc2[nH]c(=O)c(CN(C(C)=O)c3cccc(C)c3)cc2c1	102	-21	-3.9	-8	-2	4	7	-0.4	5
Cc1nc2nc(C)c(CCC(=O)N3CCc4ccccc43)c(C)n2n1	98	-8	-4.7	27	10	-1	-10	-2.6	-2
N#Cc1ccc(C(c2nnnn2C2CCCC2)N2CCC(Cc3ccccc3)CC2)cc1 (stereo unspecified)	103	-4	-1.5	-41	17	-2	-12	-2.0	-2
COc1cccc(CNCCNC(=O)c2ccco2)c1OC	111	8	-3.6	22	-8	3	2	-6.6	-2
CC1CN(c2ccc(Cl)cc2)c2nc3c(c(=O)[nH]c(=O)n3C)n2C1 (stereo unspecified)	110	-7	-3.3	27	14	1	14	3.9	2
COc1ccc(CSC2=CS(=O)(=O)c3ccccc3N2)cc1	102	-3	-2.2	37	4	3	11	-0.8	-8
CCOC(=O)N1CCC(Nc2c(NCCN3CCN(Cc4ccccc4)CC3)c(=O)c2=O)CC1	100	-3	-1.7	-14	4	-2	6	-2.9	3
CC(=O)c1ccc(NC(=O)CN(C)CC(=O)Nc2cccc(F)c2)cc1	101	-16	-3.4	0	-8	4	3	-4.5	16
COc1cccc(NC(=O)c2ccnc(N3CCC(C(=O)NCc4cc(OC)ccc4OC)CC3)c2)c1	98	-52	-4.3	33	-5	-1	12	-2.2	2
Cc1ccc(C)c2[nH]c(=O)c(CN(CC3CCCO3)S(=O)(=O)c3ccc4c(c3)OCCO4)cc12 (stereo unspecified)	99	-5	-4.2	2	8	2	-2	-1.8	7
CCOC(=O)c1ccc(NC(=O)CSCC(=O)OCC(=O)c2ccccc2)cc1	88	-16	-1.2	-12	2	-3	-17	-2.5	12
N#CCCCSc1nnc(CSc2nc3ccccc3s2)n1-c1ccccc1	103	-44	-3.1	27	-9	-3	19	-2.8	-14
COCCCNC(=O)C1C2C=CC3(CN(Cc4ccc(C)cc4)C(=O)C13)O2 (stereo unspecified)	105	-21	-4.2	60*	7	-11	-5	-4.2	-6
Cc1occc1C(=O)N/N=C/c1ccc(-c2ccccc2)cc1	104	-15	-2.2	12	6	-8	1	-3.6	-2
Cc1ccc(S(=O)(=O)N2CCC(C(=O)NC3CCCCC3C)CC2)cc1 (stereo unspecified)	101	-35	-2.9	19	8	-4	12	-3.7	-7
CCn1c(CSc2ncccn2)nnc1SCC(=O)N1CCc2ccccc21	.	-9	-6.0	14	-8	4	3	-2.7	-4
Clc1nnc(N/N=C/c2ccccc2)c2ccccc12	104	0	1.6	5	4	0	-6	0.0	-10
CCCc1cc(C(=O)OC)c2ccccc2n1	109	-3	-2.1	-1	7	1	-3	-1.2	-10
Cc1ccc(-c2cc(NC(=O)c3ccccc3[N+](=O)[O-])n[nH]2)cc1	108	9	-2.3	30	-12	-1	5	-3.4	1
O=C(O)CCNC(=O)c1ccc(NC(=O)Cc2ccc(Cl)cc2)cc1	123	-7	-1.0	-8	0	-4	8	-1.8	0
O=C(NCCN1CCOCC1)c1ccc(Cl)c(S(=O)(=O)N2CCCCC2)c1	104	-6	-4.5	11	-3	2	5	-2.3	-5
Cn1c(Cn2c(=O)sc3ccccc32)nnc1SCc1ccccc1	88	-7	-2.3	-7	-1	-5	10	0.5	-11
COc1ccc(NC(=O)c2ccc(NCCN3C(=O)CCC3=O)c([N+](=O)[O-])c2)cc1	102	-3	-3.2	37	-5	-4	27	0.0	5
Cc1ccsc1-c1nc(CN(C)C(C2CC2)C2CC2)c(C)o1	110	4	-3.3	32	1	7	2	0.6	3
COc1cc(-c2nnc(Cn3cc(C(F)(F)F)ccc3=O)o2)cc(OC)c1OC	2.0*[inhibitor]	-9	-1.9	14	8	2	17	1.0	0
O=c1[nH]ncc(N2CCN(Cc3ccccc3)CC2)c1Cl	95	6	-1.7	49	9	5	-4	-0.2	-14
Cc1ccc(Cl)cc1NC(=O)c1ccc(CSc2nnnn2C)cc1	98	-12	-3.4	25	12	2	1	-2.5	-3
Cc1cccc(C(=O)N[C@H](C(=O)Nc2cccc(S(=O)(=O)N3CCCC3)c2)C(C)C)c1	102	-28	-1.4	24	-8	5	-22	-2.9	0
O=C(O)C1C2C=CC3(CN(CC(O)COc4ccccc4)C(=O)C13)O2 (stereo unspecified)	.	2	-2.4	-6	-2	3	8	-1.4	2

Compound activity: PubChem, several laboratories
